Compound activity as filed in PubChem.
hgDAF12 agonist – hgDAF-12 agonism, primary luciferase screen | HEK293 GAL4-hgDAF12 UAS-luciferase reporter, agonist luminescence; normalized to butyrate control | actives 1.8% (n = 370,000) | activation, % at 6.8 µM;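 active means activation above a cutoff set at the mean of all screened compounds plus 3 SD, cut at about 10% in these data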;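 further: 0% = DMSO wells and 100% = sodium butyrate wells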
PG9 binder – small molecules binding HIV-1 gp120 antibody PG9; TR-FRET gp120-PG9 antibody binding; inhibition, % at 6.7 µM; actives 0.43% (n = 360,000); in the data active means inhibition above about 8.5%
ssDAF-12 act – S. stercoralis DAF-12 activation, primary screen | HEK293 ssDAF-12/GRIP1 lit1-tk-luc reporter, luminescence; % of 3 µM dafachronic acid response | activation, % at 6.8 µM | actives 1% (n = 370,000) | AID 652126;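 active means activation above the mean over all tested compounds plus 3 SD, cut at about 0.9% in these data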;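 further: 0% = DMSO-only wells and 100% = 3 µM delta7-dafachronic acid wells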
DAX1 inh-1 – DAX1 (NR0B1) inhibition, primary screen; HEK293T StAR-luciferase reporter, SF-1/DAX-1 repression relief; inhibition, % at 6.8 µM; actives 1.1% (n = 370,000); AID 652010;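 active means inhibition above the mean over all tested compounds plus 3 SD, cut at about 3.6% in these data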;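 further: 0% = DAX-1 cells with DMSO and 100% = cells lacking DAX-1 with DMSO; higher inhibition means more luminescence from relief of DAX-1 repression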
ADAM10 inh – ADAM10 inhibition, QFRET primary screen. O14672. AID 720582. recombinant ADAM10, EDANS/DABCYL FRET peptide cleavage, 3 h. inhibition, % at 7 µM. actives 0.62% (n = 370,000);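 active means inhibition above a per-campaign cutoff equal to the mean of compounds falling between control-based bounds plus 3 SD, cut at about 20% in these data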;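 further: 0% = DMSO wells while the 100% control is not disclosed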
Target sequence (O14672 214-748 limits assumed): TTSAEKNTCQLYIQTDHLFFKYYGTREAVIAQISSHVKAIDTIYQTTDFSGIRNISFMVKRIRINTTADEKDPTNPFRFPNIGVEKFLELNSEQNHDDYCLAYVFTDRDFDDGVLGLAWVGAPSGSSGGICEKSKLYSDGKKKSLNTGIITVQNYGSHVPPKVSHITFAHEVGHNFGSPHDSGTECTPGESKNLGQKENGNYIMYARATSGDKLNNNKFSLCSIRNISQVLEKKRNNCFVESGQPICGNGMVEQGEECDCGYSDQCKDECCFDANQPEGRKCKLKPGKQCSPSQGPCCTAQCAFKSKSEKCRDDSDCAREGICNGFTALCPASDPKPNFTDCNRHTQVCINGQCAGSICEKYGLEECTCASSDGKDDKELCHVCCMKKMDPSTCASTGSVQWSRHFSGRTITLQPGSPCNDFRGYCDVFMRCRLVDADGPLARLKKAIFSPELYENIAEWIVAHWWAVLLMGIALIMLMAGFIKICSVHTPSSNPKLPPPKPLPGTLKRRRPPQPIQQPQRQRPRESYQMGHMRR
FXN GAA850 act – increases GAA850 frataxin promoter reporter activity | HEK293 lucGAA850 FXN promoter luciferase reporter, 24 h; percent of 10 µM SAHA response | activation, % at 6 µM | actives 0.56% (n = 360,000);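 active means activation above the average of all compounds screened plus 3 SD, cutoff fixed separately per campaign, cut at about 7.5% in these data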;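 further: 0% = DMSO wells and 100% = 10 µM SAHA wells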
DAX1 inh-2 – inhibitors of human orphan nuclear receptor DAX1 (NR0B1); P51843; HEK293 Gal4-DAX1 luciferase reporter, luminescence; inhibition, % at 6.75 µM; actives 0.99% (n = 340,000); AID 504766;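 active means inhibition above the mean over all tested compounds plus 3 SD, cut at about 4.2% in these data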;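 further: 0% = DAX1-transfected cells with DMSO and 100% = empty-vector control cells with DMSO; inhibition shows as a rise in luminescence from relieved DAX1 repression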
NPR1 activator – GC-A (human) enzyme activation; P16066; actives 0.14% (n = 370,000); HEK293 GC-A cells, cGMP TR-FRET, EC30 ANP; 0% at EC30 ANP, 100% saturating ANP; AID 1671463; activation, % at 10 µM; in the data active means activation above about 40%
ADAM17 inh – inhibits human ADAM17. P78536. recombinant ADAM17, EDANS/DABCYL FRET peptide cleavage. inhibition, % at 6.95 µM. actives 0.83% (n = 370,000);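 active means inhibition above the mean of compounds lying between control limits plus 3 SD, set per campaign, cut at about 8.5% in these data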;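 further: 0% = DMSO-only wells as the low control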
Target sequence (P78536 215-824 limits assumed): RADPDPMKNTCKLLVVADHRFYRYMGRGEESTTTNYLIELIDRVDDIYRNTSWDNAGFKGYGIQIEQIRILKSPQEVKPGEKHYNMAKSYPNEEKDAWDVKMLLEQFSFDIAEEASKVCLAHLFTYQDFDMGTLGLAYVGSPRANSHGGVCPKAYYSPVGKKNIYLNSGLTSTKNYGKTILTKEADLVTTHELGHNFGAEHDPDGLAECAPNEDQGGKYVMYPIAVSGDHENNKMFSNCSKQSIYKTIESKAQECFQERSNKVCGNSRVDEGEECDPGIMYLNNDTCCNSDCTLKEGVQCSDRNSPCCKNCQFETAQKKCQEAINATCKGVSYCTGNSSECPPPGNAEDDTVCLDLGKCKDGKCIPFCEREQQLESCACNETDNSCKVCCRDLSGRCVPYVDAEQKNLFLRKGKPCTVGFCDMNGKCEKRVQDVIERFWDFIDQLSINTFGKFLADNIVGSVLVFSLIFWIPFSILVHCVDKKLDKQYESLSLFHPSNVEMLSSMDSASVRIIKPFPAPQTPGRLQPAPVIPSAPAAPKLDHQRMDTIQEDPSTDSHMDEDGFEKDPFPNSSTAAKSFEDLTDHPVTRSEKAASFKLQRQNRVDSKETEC
hcDAF12 agonist – activates DAF-12 receptor from parasite H. contortus | actives 1.4% (n = 370,000) | HEK293 hcDAF-12 lit1-tk-luc reporter, luminescence; 0% DMSO, 100% Δ7-dafachronic acid | activation, % at 6.8 µM | AID 652067;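 active means activation above the mean of all tested compounds plus 3 SD, cut at about 5.5% in these data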;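 further: 100% = response to 3 µM Δ7-dafachronic acid high control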
SMARCA2 act – activators of SMARCA2 function; actives 1% (n = 370,000); MG213 cells, MMTV-luciferase reporter, dexamethasone, overnight; AID 652017; activation, % at 9.1 µM; in the data active means activation above about 7.8%;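 further: 0% = vehicle wells and 100% = reference activator wells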
* = called active by the depositor; i = inactive; · = no result given.

SMILES	hgDAF12 agonist	PG9 binder	ssDAF-12 act	DAX1 inh-1	ADAM10 inh	FXN GAA850 act	DAX1 inh-2	NPR1 activator	ADAM17 inh	hcDAF12 agonist	SMARCA2 act
Cc1ccc(-c2c(C)sc(=NC(=O)c3ccco3)n2C)cc1	8.8	0.6	-0.1	5.2*	-7	5.0	0.8	6	-3	2.3	2
COc1ccc(-c2noc(CN3CCN(C(=O)c4cccs4)CC3)n2)c(OC)c1OC	-0.5	1.6	-1.1	0.4	3	1.2	0.6	-3	-2	-2.7	-1
CCCc1cc(=O)[nH]c(SCC(=O)c2c(N)n(C3CC3)c(=O)[nH]c2=O)n1	1.8	-3.6	-0.2	-0.8	3	3.4	1.4	1	0	2.1	-3
Cc1noc(C)c1NC(=O)N(C)C[C@@H]1OCc2ccccc2-c2c(n(C)c3ccccc23)C(=O)N([C@H](C)CO)C[C@H]1C	2.8	-1.8	-0.9	0.0	-2	-3.5	1.5	2	-2	-0.9	-5
O=C(c1cc(COc2ccc(F)c(F)c2)on1)N1CCSCC1	0.8	-1.3	0.5	1.5	-13	3.5	1.8	2	-4	2.0	1
CC(=O)Nc1ccc(NC(=O)CN2C(=O)COc3ccc(S(=O)(=O)N4CCCCC4)cc32)cc1	-0.8	-2.5	-0.8	-0.1	-3	-1.0	0.2	2	-6	-0.3	-1
COc1ccc(CNC(=S)NC2CCCCC2)cc1	0.4	0.4	-0.8	-2.5	-7	3.5	-0.4	-4	-6	-0.2	-2
O=C(CCn1nc(-c2ccccc2)ccc1=O)N1CCN(c2ccccn2)CC1	-0.9	-0.5	-1.7	0.3	3	-1.1	0.2	0	0	0.2	0
Cc1oc(-c2ccccc2F)nc1CS(=O)CC(=O)NC1CCCC1 (configuration not stated)	0.8	-0.7	-1.4	-0.4	2	0.8	-0.1	-1	-2	0.2	-3
CCOC(=O)C1CCN(C(=S)NC2CCCC2)CC1	4.5	-2.8	-1.0	-0.1	5	-0.3	-0.5	1	-4	1.5	1
Cc1cc(C)cc(NC(=O)CCCCCN2C(=O)[C@@H]3Cc4ccccc4CN3C2=O)c1	2.1	-1.7	-1.5	-0.3	4	1.7	0.8	-5	-1	-2.2	0
CC(=O)Nc1ccc2c(c1)Cc1c-2cc(Cl)c(NC(C)=O)c1Cl	-1.1	-1.2	-1.2	-0.6	-6	2.9	-1.9	1	-6	-0.3	2
Fc1ccc(NC(=S)SCc2ccc3c(c2)OCO3)cc1F	-0.6	-1.1	-0.8	-0.1	1	2.1	-0.5	9	0	-1.5	4
CN(C(=O)c1cccc(N2C(=O)C3C4C=CC(C4)C3C2=O)c1)C1CCCCC1 (configuration not stated)	-3.0	-0.6	-1.0	-0.3	-10	0.2	0.4	2	0	-0.5	0
COCC(=O)NC1(c2nnnn2CCOC(=O)Nc2ccc(Cl)cc2)CCCCC1	-2.2	-1.0	-1.6	-0.1	5	2.0	2.1	4	1	-2.4	-1
C=CCN(CC=C)C(=S)Nc1ccc2nsnc2c1	-0.3	2.9	-0.9	-0.8	-84	2.3	-0.8	0	-29	0.9	1
OCC1COC(c2ccccc2)=N1 (configuration not stated)	-3.9	0.6	-1.7	1.8	-3	·	·	1	-4	-2.3	2
Cc1ccc2oc(=O)c(-c3ccc(O)cc3)c(C)c2c1	0.2	-1.3	-1.2	1.2	-5	1.0	0.6	-1	-1	2.1	-3
O=C(NCCCN1CCCC1=O)c1ccc(Cl)c(Cl)c1	-1.6	-1.1	-1.2	-0.2	8	-0.6	0.9	2	-1	-2.3	2
COc1ccc2c(Cl)c(C(=O)N/N=C/c3ccncc3)sc2c1	-1.9	-4.4	-0.5	0.2	-3	0.5	-0.8	12	-5	-1.9	-3
CCC(C)[C@H](NC(=O)N1CC(=O)Nc2ccccc21)C(=O)NC(C)CCc1ccccc1 (some centres not stated)	0.2	-1.5	-0.9	0.3	10	0.5	0.8	0	-2	-0.6	2
C(#CC1=CCCCC1)CNCC1CC1	6.2	·	-1.2	0.1	-4	·	·	5	-1	-0.8	1
COc1ccc(NC(=O)c2ccc3c(c2)OCO3)cc1	8.9	-1.4	0.7	3.0	1	2.2	1.8	-1	1	5.4	1
CCOc1cc(/C=N/NC(=O)CSc2nncn2C)ccc1OCC(N)=O	0.9	-1.1	-0.9	-0.4	4	5.2	-0.9	4	-3	-0.5	-5
Cc1cc(-c2nnco2)c(C)n1-c1ccc(F)cc1	0.2	-1.1	0.0	-0.1	2	7.7*	0.7	-3	-2	-0.5	2
O=C(O)c1cccc(N2C(=O)Nc3ccccc3N2O)c1	0.6	-0.1	-0.1	0.6	-43	3.5	0.4	1	-12	1.0	-2
COc1ccc(Oc2c(Cl)cnn(-c3ccc(C(C)C)c(C)c3)c2=O)cc1	-2.5	·	-1.6	·	1	·	·	1	-1	0.2	·
O=[N+]([O-])c1cccc(/C(=N/N=C/c2ccccc2Br)C23CN4CN(CN(C4)C2)C3)c1	-1.3	2.0	-0.8	0.2	3	-0.6	-0.2	-13	0	-0.4	3
CC(C)CNS(=O)(=O)c1cc(C(=O)N2CCOCC2)c(Cl)cc1Cl	-0.2	-1.0	-1.4	0.3	7	-1.1	0.4	2	2	1.5	0
COc1cccc(C(=O)Nc2ccc3c(c2)CCCN3C(=O)c2cccs2)c1OC	-0.5	-0.5	-2.0	-6.7	5	-3.2	-1.8	4	-1	-4.8	2

Three entries picked at random from those above, as already listed:
SMILES	hgDAF12 agonist	PG9 binder	ssDAF-12 act	DAX1 inh-1	ADAM10 inh	FXN GAA850 act	DAX1 inh-2	NPR1 activator	ADAM17 inh	hcDAF12 agonist	SMARCA2 act
COc1ccc(Oc2c(Cl)cnn(-c3ccc(C(C)C)c(C)c3)c2=O)cc1	-2.5	·	-1.6	·	1	·	·	1	-1	0.2	·
CN(C(=O)c1cccc(N2C(=O)C3C4C=CC(C4)C3C2=O)c1)C1CCCCC1 (configuration not stated)	-3.0	-0.6	-1.0	-0.3	-10	0.2	0.4	2	0	-0.5	0
CCC(C)[C@H](NC(=O)N1CC(=O)Nc2ccccc21)C(=O)NC(C)CCc1ccccc1 (some centres not stated)	0.2	-1.5	-0.9	0.3	10	0.5	0.8	0	-2	-0.6	2

Next part.
SMILES	hgDAF12 agonist	PG9 binder	ssDAF-12 act	DAX1 inh-1	ADAM10 inh	FXN GAA850 act	DAX1 inh-2	NPR1 activator	ADAM17 inh	hcDAF12 agonist	SMARCA2 act
CCOc1ncccc1C(=O)NCC1COc2ccccc2O1 (configuration not stated)	-0.6	1.3	-1.5	-0.7	0	2.9	1.5	12	-1	-1.8	3
CCOC(=O)C1=C(COC(=O)C2(C)CC2(Cl)Cl)NC(=O)NC1c1ccc(OC)cc1 (configuration not stated)	-2.8	-1.2	-1.9	-0.9	4	-0.4	-0.7	-22	2	-2.1	-3
O=C(NCc1cc2ccccc2[nH]1)C1CCC(=O)N(CC2CCCCC2)C1 (configuration not stated)	0.6	-1.6	0.1	-0.4	-14	2.2	-0.6	2	-6	3.5	-1
COc1cc(C(=O)NNC(=S)NC(=O)c2ccc3c(c2)OCO3)cc(OC)c1OC	-1.0	1.0	-0.6	0.3	22*	0.8	·	-2	6	-2.1	-3
C/C(=N\n1cnnc1)c1ccccc1	1.1	2.8	-2.3	-0.2	-10	-1.8	0.5	-1	-6	-0.3	-5
COc1ccccc1OCC(=O)NNC(=O)c1c(-c2ccccc2Cl)noc1C	-0.3	-2.2	-0.7	-0.3	11	-0.4	-0.2	-2	-2	-0.5	-1
Cc1ccc(NNC(=O)C(=O)N2CCCCC2)cc1	-0.5	-0.8	-1.6	1.5	5	4.8	-1.3	2	0	4.4	0
COc1cc(C(=O)OCC(=O)NC(=O)NC2CCCCC2)cc(Cl)c1OC	-0.8	-0.2	-1.1	-0.8	2	1.3	-0.4	2	1	-0.7	0
Cc1cc(C)c(NC(=S)N(CCCN2CCOCC2)Cc2cccnc2)c(C)c1	4.4	0.7	-1.6	0.1	0	1.4	0.4	2	-3	0.7	-1
Cc1cc(C)c2sc(N(CCN(C)C)C(=O)c3c(F)cccc3F)nc2c1	2.8	-1.8	-1.3	0.2	3	1.1	-0.4	-14	-2	-1.1	-1
CCC(NC(=O)Cn1c(-c2ccccc2)cc(C(C)=O)c1C)c1ccccc1 (configuration not stated)	0.0	·	-1.2	1.6	-4	·	·	-5	0	1.4	-4
Cc1nn(Cc2ccccc2)c(C)c1/C=N/NC(=O)c1ccncc1	-1.0	-1.6	-0.7	-0.7	-10	1.3	2.1	0	-3	-0.6	-5
CCOC(=O)c1ccc(NC(=O)c2cn(-c3ccccc3)nc2-c2ccncc2)cc1	-1.1	1.8	-0.9	0.1	5	3.6	0.2	5	2	-0.9	1
CN(CC(=O)Nc1cc(S(=O)(=O)N2CCOCC2)ccc1Cl)C1CCS(=O)(=O)C1 (configuration not stated)	-2.0	3.0	-0.5	0.0	-2	2.2	-0.5	0	-2	-0.5	-3
CCc1c(C)c2cc(Cl)c(O)c(CN(C)C)c2oc1=O	-1.2	1.5	-0.8	0.5	i	4.8	-0.6	5	i	-0.1	-3
COC(=O)C(NC(=O)c1ccco1)(Nc1nc(C)cs1)C(F)(F)F (configuration not stated)	0.3	-1.9	-0.8	0.0	-4	0.4	0.0	1	-5	0.1	-2
Cc1cccc(NC(=O)CSc2ccc(-c3ccco3)nn2)c1C	1.7	-1.0	-0.8	-1.7	-22	0.3	-1.7	-1	-8	-1.3	-1
CCOC(=O)CNC(=O)N1CCCC(Cc2ccccc2)(C(=O)OCC)C1 (configuration not stated)	1.7	0.1	-0.9	0.7	-13	-0.7	0.5	5	-7	0.2	0
CC(C(=O)NC1CCCC1)N(C(=O)CS(=O)CC(=O)Nc1ccc(F)cc1)c1ccc2c(c1)OCCO2 (configuration not stated)	-3.1	0.3	-1.4	-0.2	2	-1.1	-0.7	-4	-5	-2.3	-1
Cc1nc(COc2ccc(C(=O)NCc3ccccc3CN3CCCCC3)cc2)cs1	4.0	-0.7	-1.4	0.6	-3	-0.9	0.2	-4	-2	-1.3	-2
CCN(CC)C(=O)C1=C(C)NC(=S)NC1c1cccs1 (configuration not stated)	-0.3	-4.7	-1.6	-0.3	10	-0.4	-0.6	4	3	-2.4	-1
CC(C)(CN1CCOCC1)NS(=O)(=O)c1ccccc1	-0.7	1.1	-0.9	-1.0	-6	1.0	0.1	6	-1	-1.1	-2
O=C(CCSc1ccccc1)NCCSc1ccccn1	1.0	0.2	-1.3	-0.3	0	0.4	-1.2	-1	-4	-0.9	-4
CCNc1cc2c(cc1O)CCC1C2CCC2(C)C(O)CCC12 (configuration not stated)	-0.3	-2.4	-1.1	-0.6	-11	-0.6	3.7	-5	3	0.3	-5
CCOC(=O)c1ccc(Nc2ncccc2[N+](=O)[O-])cc1	18*	0.3	1.7*	0.9	-2	6.5	1.2	-2	-6	6.0*	8.3*
CCOC(=O)c1ccccc1NC(=O)COC(=O)c1ccc(C)c(S(=O)(=O)N2CCOCC2)c1	1.5	-1.2	-1.1	-0.1	-9	-1.1	1.2	-1	-3	-1.2	1
O=C(NCC(c1ccco1)N1CCCCC1)c1cccc(S(=O)(=O)Nc2ccccc2Cl)c1 (configuration not stated)	-3.2	0.5	-1.1	-0.6	-3	-0.5	1.6	1	-5	-0.4	-3
O=C(CCN1C(=O)C2C3CCC(C3)C2C1=O)OCC(=O)c1ccc(Cl)cc1 (configuration not stated)	0.9	-1.2	-0.3	1.0	0	-0.2	1.6	7	3	-0.7	-2
